# High-throughput results (PubChem)
# PGE2 EP2 inh = blocks the human prostaglandin E2 receptor EP2; C6 glioma cells expressing human EP2, cAMP TR-FRET; cells stimulated with saturating PGE2; inhibition, % at 25 µM; actives 0.52% (n = 260,000); AID 1422;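 active = percent inhibition above 40 after rounding to a whole number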;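 note: rat C6 glioma host cells with rolipram phosphodiesterase inhibitor present; the protocol text gives 20 µM as final concentration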
# Target sequence (P43116 whole entry, looked up): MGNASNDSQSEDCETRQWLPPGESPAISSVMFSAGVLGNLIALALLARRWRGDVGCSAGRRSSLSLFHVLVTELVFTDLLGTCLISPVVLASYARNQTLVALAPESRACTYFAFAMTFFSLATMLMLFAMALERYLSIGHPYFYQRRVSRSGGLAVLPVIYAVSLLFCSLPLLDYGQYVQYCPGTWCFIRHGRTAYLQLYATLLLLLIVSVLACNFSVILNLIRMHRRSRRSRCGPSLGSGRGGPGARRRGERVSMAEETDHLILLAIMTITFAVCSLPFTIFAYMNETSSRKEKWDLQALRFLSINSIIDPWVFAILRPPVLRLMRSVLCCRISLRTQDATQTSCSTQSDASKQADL
# PPC-1+TRAIL kill = PPC-1 cancer cell killing with TRAIL present. PPC-1 cells + TRAIL, ATPLite viability luminescence. cell killing (% activity), % at 4 µM. actives 0.41% (n = 220,000). AID 1443;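 active = cell killing above 50% in the first pass at 4 µM, then a duplicate retest at 5 µM averaging 50% or more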;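 note: plate controls were cells with TRAIL plus DMSO for no effect and medium-only wells lacking cells for full effect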
# Ba/F3 V617F tox = loss of viability in JAK2V617F-driven Ba/F3 cells; Ba/F3 EpoR-JAK2V617F viability, ATP luminescence; inhibition, % at 5.6 µM; actives 1.1% (n = 220,000); AID 1446;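 active = inhibition above the campaign mean plus 3 SD over all tested compounds, cut at about 24% in these data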;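 note: cytokine-independent growth of Ba/F3 cells driven by EpoR plus mutant JAK2; 0% = DMSO-treated cells and 100% = JAK inhibitor I control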
# BaF3 tox = reduces parental Ba/F3 cell viability, JAK2V617F counter-screen | inhibition, % at 5.6 µM | actives 1.1% (n = 220,000) | AID 1486 | CellTiter-Glo ATP luminescence;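 active = inhibition above a per-campaign cutoff, the mean inhibition of all tested compounds plus 3 SD, cut at about 27% in these data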;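 note: 0% = DMSO wells and 100% = JAK Inhibitor I control wells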
# p47phox inh = blocks human p47phox regulatory protein of NADPH oxidases; p47phox/p22phox peptide binding, fluorescence polarization, 2 h; actives 0.53% (n = 220,000); inhibition, % at 24.7 µM; P14598;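 active = inhibition above about 30%, limit read from the data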;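 note: 0% = p47phox with labelled peptide and 100% = labelled peptide alone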
# TbHK1 inh = T. brucei hexokinase 1 inhibition; recombinant TbHK1, G6PDH-coupled NADH A340; inhibition, % at 10 µM; actives 0.11% (n = 220,000); AID 1430;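 active = inhibition of 50% or more in the single-dose primary screen; inactive = inhibition below 50%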
# RBBP9 inhibitor = human RBBP9 hydrolase inhibition | O75884 | inhibition, % at 7.94 µM | recombinant RBBP9, FP-Rh probe fluorescence polarization | actives 0.2% (n = 220,000);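 active = inhibition above the campaign mean of all tested compounds plus 3 SD, cut at about 14% in these data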;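 note: plate controls were DMSO wells with RBBP9 for no effect and wells lacking RBBP9 protein for full effect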
#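 Measured by – fluorescence polarization · Test system – RBBP9 protein · Input – 2.5 µM RBBP9 dispensing solution, before mixing · Measure – percent inhibition from mP, scaled between DMSO and no-protein wells · Benchmarks – DMSO-treated enzyme wells and wells lacking RBBP9 · Times – preincubation 30 min plus labeling 45 min at 25 °C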
# p97 ATPase inh = blocks human p97 ATPase activity. P55072. AID 1481. recombinant p97 ATPase, Kinase-Glo ATP luminescence, 3 h. inhibition, % at 8 µM. actives 0.42% (n = 220,000); in the data active = inhibition above about 15%;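 note: 0% = DMSO vehicle and 100% = wells lacking enzyme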
# Furin inh = blocks human furin protease activity | purified furin, fluorogenic substrate cleavage | inhibition, % at 30 µM | actives 0.061% (n = 220,000); in the data active = inhibition above about 25%; note: inactives centre near -15
# Target sequence (P09958 108-714 limits assumed): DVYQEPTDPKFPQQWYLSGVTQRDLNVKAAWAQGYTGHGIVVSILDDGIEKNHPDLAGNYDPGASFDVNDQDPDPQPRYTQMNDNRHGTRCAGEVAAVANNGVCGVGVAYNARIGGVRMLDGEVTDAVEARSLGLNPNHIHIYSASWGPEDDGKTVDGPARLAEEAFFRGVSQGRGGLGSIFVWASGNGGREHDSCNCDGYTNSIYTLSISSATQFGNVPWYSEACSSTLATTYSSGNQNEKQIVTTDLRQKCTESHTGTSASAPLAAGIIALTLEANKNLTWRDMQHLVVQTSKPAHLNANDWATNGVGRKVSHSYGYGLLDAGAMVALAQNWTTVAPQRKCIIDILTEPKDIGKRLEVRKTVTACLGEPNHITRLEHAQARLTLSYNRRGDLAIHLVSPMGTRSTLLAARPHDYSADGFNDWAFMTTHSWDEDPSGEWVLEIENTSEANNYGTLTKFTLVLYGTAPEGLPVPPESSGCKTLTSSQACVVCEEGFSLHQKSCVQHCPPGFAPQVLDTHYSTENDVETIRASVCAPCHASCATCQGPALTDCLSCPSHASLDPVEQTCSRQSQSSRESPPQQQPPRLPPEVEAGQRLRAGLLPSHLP
# The depositor's hits bear a star; nt = no result given; & = joins results of further samples; [ ] = dose if it differs, or a comment. Only part of the results is shown; rates above refer to the full screens.
SMILES,PGE2 EP2 inh,PPC-1+TRAIL kill,Ba/F3 V617F tox,BaF3 tox,p47phox inh,TbHK1 inh,RBBP9 inhibitor,p97 ATPase inh,Furin inh
O=C(O)CN=C(NS(=O)(=O)c1ccc(Cl)cc1)c1ccc(F)cc1,3,32,2,11,-13,3,-6,3,-22
Cn1cc(C(CC(=O)O)C(=O)O)c2ccccc21 (stereo unspecified),7,-25,-2,2,-4,3,-1,4,-21[20 µM]
CC1=C(C(=O)OCC2CCCO2)C(c2coc3ccccc3c2=O)C2=C(CC(C)(C)CC2=O)N1 (stereo unspecified),5,3,0,8,-1,-5,-2,2,-17
O=C(c1ccc2c(c1)OCO2)N1CCOCC1,4,25,-4,2,5,10,-14,0,-34[20 µM]
Cc1ccc(S(=O)(=O)N(C)CC(=O)O/N=C(\N)c2ccccn2)cc1,0,-15,1,5,-15,-8,-2,-4,-21
CC(C)c1ccccc1NC(=O)c1ccc(CN(c2ccccc2)S(=O)(=O)c2ccccc2)cc1,2,6,-4,-2,-7,5,-1,4,-9
CCC(CC)c1nnc(NC(=O)CS(=O)(=O)Cc2ccccc2)s1,8&7,nt,-5,0,-14,2,-1,3,-14[20 µM]
O=C(Nc1ncc(S(=O)(=O)c2ccc([N+](=O)[O-])cc2)s1)c1ccccc1F,17,-19,-3,2,-8,-12,-12,4,-5
CC1(C)CC(=O)c2cnc(N3CCc4ccccc43)nc2C1,8,42,0,1,-3,-40,-10,-4,-11
CCCCN1C(=O)/C(=C/C=C2/CC(C)(C)CN2C)SC1=S,11,8,-2,1,-47,3,-1,3,5
Cn1cc(C(=O)NCCO)c(=O)c2ccccc21,7,-2,-1,3,3,0,-3,1,-23
Cc1onc(-c2ccccc2)c1C(=O)NC(=S)NNC(=O)c1cc(-c2ccc(F)cc2)n[nH]1,5,-1,-3,-1,-9,-24,-11,12,-26
O=C(NNc1ccccc1)C(CCO)C(=O)NNc1ccccc1,5,-3,-2,5,-1,-2,4,0,-24
COc1ccc(-c2cc3nc(-c4ccccc4)cc(N4CCCC(O)C4)n3n2)cc1 (stereo unspecified),8,13,-1,6,-16,-26,-9,3,-12
COC(=O)C(C#N)c1nc2ccccc2nc1N1CCCC1 (stereo unspecified),11,12,-5,2,11,0,1,4,-2
CCOc1ccc(NC(=O)c2cccc3c2C(=O)N(CCOC)C3)cc1,7,17,1,1,-15,-3,-1,1,-10[20 µM]
CCOC(=O)c1cnc2ccc(C)cc2c1Nc1ccc(N2CCOCC2)cc1,19,-12,0,0,-15,-10,7,-4,-5[20 µM]
CC(C)(C)Oc1ncc(Br)c(OC(C)(C)C)n1,14,-23,-2,2,-12,-1,0,1,-16[20 µM]
COc1ccccc1-c1cc(C(=O)Nc2cc(C)on2)no1,0,-9,0,2,-14,5,0,1,-32
O=[N+]([O-])c1c(-c2cn[nH]c2)n[nH]c1-c1cn[nH]c1,9&6,-7,2,-10,-31,-14,-3,25*,-15
CCc1ccc(-c2cc(C(F)(F)F)n3nc(C(=O)Nc4cnn(Cc5ccccc5C)c4)cc3n2)s1,10,21,0,-1,-14,-17,-4,4,-23[20 µM]
CC1(C)CC(=O)c2cc(C(=O)NNc3ccccc3)c(=O)n(-c3ccccc3)c2C1,6,nt,0,3,1,-11,0,0,-20
Cc1cccc(-c2nsc(SCC(=O)Nc3ccc4c(c3)OCO4)n2)c1,4,17,-5,3,-4,-1,-1,5,-20
O=C(Nc1nnc(COc2ccc(Cl)cc2)s1)c1cccs1,11,2,0,4,-8,3,-5,-4,-11[20 µM]
Clc1ccsc1-c1ccc2ccccc2n1,18,5,-3,8,-1,-1,-3,1,-22[20 µM]
CC1(C)NC(=O)N(CCCCOc2ccc(Cl)cc2)C1=O,3,24,-5,2,-11,-12,-1,1,-9[20 µM]
COc1ccc(/C=c2/sc3n(c2=O)NC2(c4ccccc4)N(C)C(=O)N(C)C2(c2ccccc2)N=3)cc1 (stereo unspecified),11,16,-2,7,-6,-34,-3,7,-21[20 µM]
CCOC(=O)C1(C)Oc2ccc(S(=O)(=O)CC)cc2NC1=O (stereo unspecified),7,6,0,6,-4,-6,-1,2,-25
CCC(C)[C@@H](C(=O)NCC1CCC(C(=O)O)CC1)n1nnc2ccccc2c1=O (stereo partly specified),nt,6,-5,3,-3,-10,7,1,-15[20 µM]
Cc1cnc(NC(=O)c2cncc(Br)c2)s1,5,5,-1,6,-9,-3,1,5,-12
Cc1occc1-c1nnc(SCC(=O)Nc2nc3ccccc3s2)o1,1,11,-2,2,-17,-8,1,3,-17[20 µM]
CN1C(=O)/C(=C/c2ccccc2OCc2ccc(F)cc2)N(C)C1=S,9,0,3,6,2,-4,-11,-9,-7
Cc1nn(-c2ccccc2)c(C)c1/C=C/C(=O)OC(C)C(N)=O (stereo unspecified),13,-6,-2,5,-1,-6,-2,4,-21
COc1ccccc1Nc1ccc([N+](=O)[O-])cc1N,6,20,-2,3,1,20,-3,2,6
Cc1ccc(C)c(/C(O)=C2/C(=O)C(=O)N(CCN3CCOCC3)C2c2ccco2)c1 (stereo unspecified),11,-12,-4,1,-11,-27,5,3,-7
CCC(C)NC(=O)c1ccc(CSCc2cccc(F)c2)o1 (stereo unspecified),4,27,-3,1,-10,7,5,1,-21[20 µM]
Cc1ccc(N)cc1S(=O)(=O)N(C)C,8,6,-1,7,-13,-2,4,4,-25
N#Cc1ccccc1CN1C(=O)S/C(=C/c2cccn2-c2ccc(C(=O)O)cc2)C1=O,17,18,-5,1,-24,4,6,2,-14[20 µM]
COC(=O)c1c(C)[nH]c(-c2csc(N)n2)c1C,11,14,17,51*,-8,-6,-2,8,-9
Cc1nc(CS(=O)(=O)c2ccccn2)sc1C(=O)NNC(=O)c1ccccc1,7,21,-1,-2,-11,-17,4,5,-17
Cc1cc(/C=C2/NC(=O)N(Cc3ccccc3F)C2=O)c(C)n1C,8,12,0,5,-23,-10,-3,1,-19
CS(=O)(=O)N(Cc1ccccc1)c1ccc(C(=O)NCc2cccnc2)cc1,7,11,-4,3,-5,-8,-2,4,-23[20 µM]
CCn1cnc2sc(C(=O)Oc3cccc(C)c3)c(C)c2c1=O,12,nt,2,7,-5,9,-4,-2,-8
CCOC(=O)c1cn(CC#N)c2cc(F)c(F)cc2c1=O,6,5,-1,1,-13,1,-6,4,-19
O=C(COC(=O)c1ccccc1F)Nc1cc(S(=O)(=O)N2CCOCC2)ccc1N1CCCC1,4,18,4,4,5,5,-8,-10,-9
COc1cccc(N(C(=O)c2ccn[nH]2)C2(C(=O)Nc3c(C)cccc3C)CCCCC2)c1,13,25,-1,1,-1,-1,-3,4,-18[20 µM]
CSc1nnc(SCC#N)s1,2,7,6,-1,-5,-1,-2,-2,-10
Cc1ccc(S(=O)(=O)NN)c(C)c1N1CCCC1=O,8,27,-6,1,5,-5,-8,6,-11
CCCc1cc(=O)[nH]c(SCc2ccc(C#N)cc2)n1,8,-10,-1,-1,-8,4,0,0,-30[20 µM]
Cc1cc(Oc2ccccc2)nc(-c2ccccc2O)n1,11,4,-1,0,-12,0,-2,5,-7

# Going on with the list.
SMILES,PGE2 EP2 inh,PPC-1+TRAIL kill,Ba/F3 V617F tox,BaF3 tox,p47phox inh,TbHK1 inh,RBBP9 inhibitor,p97 ATPase inh,Furin inh
CCc1ccc(NC(=O)Nc2cccs2)cc1,22,1,6,12,-11,10,-18,-3,-9
O=C(O)CC/C(=C\c1cccc(NC(=O)c2ccccc2Cl)c1)c1nc2ccccc2s1,11,13,0,6,-30,-9,-10,0,-14
O=C(COc1ccccc1)Nc1ncn[nH]1,0,7,1,-9,-5,3,-1,3,-24
COc1cc(C2C(C(=O)OC(C)C)=C(C)Nc3ncnn32)cc(OC)c1OC (stereo unspecified),8,20,1,7,-5,-4,-13,-6,-19
Cc1ccc(C(C(=O)NC2CCCC2)N(C(=O)CNC(=O)c2cccs2)c2cccnc2)o1 (stereo unspecified),13,25,-3,-2,3,-5,-4,1,-22[20 µM]
Cn1c(Cc2cccs2)nnc1SC/C=C/c1ccccc1,17,15,-3,-1,-5,-2,9,5,14[20 µM]
Cc1cc(C)c2nc(-c3cccnc3)cc(C(=O)NC(C)c3cnn(C)c3C)c2c1 (stereo unspecified),6,12,6,6,-7,-10,-5,-3,-24
CC1CCN(C(=O)CSc2nnc(-c3ccc(S(=O)(=O)N4CCOCC4)cc3)n2C)CC1,14&17,30,6,1,2,4,3,-3,-7[20 µM]
COc1ccccc1CNCC(=O)N1CC(=O)Nc2ccccc21,8,-8,5,5,-3,-1,0,0,-25
CC(C)CCNC(=O)C12CN(Cc3ccccc3)CC1C(c1ccc([N+](=O)[O-])cc1)=NO2 (stereo unspecified),12,10,-1,6,3,1,-9,1,4[20 µM]

# Random excerpt: four records from the list.
SMILES,PGE2 EP2 inh,PPC-1+TRAIL kill,Ba/F3 V617F tox,BaF3 tox,p47phox inh,TbHK1 inh,RBBP9 inhibitor,p97 ATPase inh,Furin inh
CC1CCN(C(=O)CSc2nnc(-c3ccc(S(=O)(=O)N4CCOCC4)cc3)n2C)CC1,14&17,30,6,1,2,4,3,-3,-7[20 µM]
Cn1c(Cc2cccs2)nnc1SC/C=C/c1ccccc1,17,15,-3,-1,-5,-2,9,5,14[20 µM]
COc1ccccc1CNCC(=O)N1CC(=O)Nc2ccccc21,8,-8,5,5,-3,-1,0,0,-25
CCc1ccc(NC(=O)Nc2cccs2)cc1,22,1,6,12,-11,10,-18,-3,-9

# Next entries follow:
SMILES,PGE2 EP2 inh,PPC-1+TRAIL kill,Ba/F3 V617F tox,BaF3 tox,p47phox inh,TbHK1 inh,RBBP9 inhibitor,p97 ATPase inh,Furin inh
O=C(Nc1nnc(-c2ccco2)o1)c1cccc(Cl)c1,4,10,-1,7,-1,-10,-3,4,-23
CSc1nc(C)c(Cc2ccccc2)c(=O)[nH]1,4,26,0,0,-12,1,-8,1,-15
CCOC(=O)C1CCN(CC(O)COCc2ccc3c(c2)OCO3)CC1 (stereo unspecified),4,26,4,3,0,11,-3,-4,-1
Cc1ccc(/C(N)=N/OC(=O)COc2ccc(Cl)c(C)c2)cc1,12,2,-4,-2,-1,-6,-5,2,-34
S=c1[nH]nc(-c2ccc(Cl)cc2Cl)n1-c1ccc2c(c1)OCCO2,11,12,-1,1,11,-9,-7,6,-19
O=C(c1sc2ccccc2c1Cl)N(Cc1ccccc1Cl)C1CCS(=O)(=O)C1 (stereo unspecified),0,22,-2,1,10,-5,3,10,-15[20 µM]
COc1ccc(CN(CC(=O)NC2CCCC2)C(=O)c2onc(C(N)=O)c2N)cc1,11,4,-1,5,3,4,-7,4,-25
O=C(NCc1ccco1)c1cccc(NS(=O)(=O)c2ccccc2F)c1,7,25,-2,3,-18,2,-8,3,-32
CCOC(=O)N1CCC(NC(=O)C2CCN(c3nc(-c4ccc(OC)cc4)no3)CC2)CC1,nt,18,0,4,3,-3,7,4,-17[20 µM]
CC1(C)C(C#N)=C(N)OC2=C1C(=O)CCC2,-5,-2,-2,1,-6,-11,0,3,-33
CC(=O)c1ccc(NC(=O)C2CCC(C)NC2=O)cc1 (stereo unspecified),9,7,-7,-3,6,8,4,6,-12
CCCS(=O)(=O)N1CCC(C(=O)NCCCOC)CC1,14,22,-4,-2,-7,3,2,2,-3
CS(=O)(=O)c1ccc2nc(NC(NC(=O)c3ccco3)(C(F)(F)F)C(F)(F)F)sc2c1,nt,36,5,2,-11,5,-10,-6,1
CCc1nc(N2CCC(C)CC2)c2oc3ccccc3c2n1,5,12,8,11,0,3,-3,-6,2
CN1CCN(c2ccc(CNS(=O)(=O)c3cccc(F)c3)cc2)CC1,14,5,0,3,-21,7,-4,-5,-16
O=C(O)c1ccccc1CSc1nc2ccccc2n1Cc1ccccc1C(=O)O,6,16,-1,3,-5,-9,-1,1,-12
